CHX counter – affects cycloheximide protein synthesis inhibition readout, counter-screen. cell reporter, cycloheximide protein synthesis inhibition counterscreen. max response, %. 300,000 tested, 12% active; in the data active = max response mostly above about 13%, no sharp cut-off; inactive = mostly below about 14%; note: read at 38.3 µM for the half of the compounds with a filed dose; 0% is about no effect
Giardia FBPA inh – Giardia lamblia aldolase inhibition; Potency, µM (top dose mostly 59.6 µM), for the others: at the top dose activity, negative = inhibition, usual class: inhibitors; purified Giardia FBPA; A8B2U2; 290,000 tested, 0.71% active; note: potency is the fitted concentration of half-maximal effect; % is set by controls: 0 for no effect and ±100 for the full control effect; nearly all actives have a fitted effect of over 55% in size
Target sequence (A8B2U2 whole entry, looked up): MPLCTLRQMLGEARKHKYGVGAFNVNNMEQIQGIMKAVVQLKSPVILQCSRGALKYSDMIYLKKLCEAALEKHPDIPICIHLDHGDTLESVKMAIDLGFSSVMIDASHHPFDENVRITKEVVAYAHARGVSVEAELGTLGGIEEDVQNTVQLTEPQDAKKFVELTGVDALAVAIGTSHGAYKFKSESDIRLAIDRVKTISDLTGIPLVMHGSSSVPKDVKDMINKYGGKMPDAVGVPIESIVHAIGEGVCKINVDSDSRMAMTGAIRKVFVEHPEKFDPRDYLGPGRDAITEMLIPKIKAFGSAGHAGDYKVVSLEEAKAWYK
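40 nM FBPA preincubated 10 min at RT with compound (up to 57.5 uM final), then substrate plus GAPDH/TPI/NAD/arsenate coupling and diaphorase/resazurin added. Fluorescence read after 20 min at RT, 525/598 nm.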
Shiga toxin inh – inhibitors of Shiga toxin in Vero cells | Vero cells, Shiga toxin protein synthesis inhibition reporter | inhibition, % at 38.7 µM | 290,000 tested, 9.2% active | AID 2315; in the data active = inhibition mostly above about 28%, no sharp cut-off; inactive = mostly below about 43%; note: 0% is about no effect
HCV inh – HCV inhibition; Huh7.5.1 HCVcc-Cre infection, luciferase reporter, 44 h; Potency, µM (titrated, usually from 41.8 µM), inactives show at the top dose activity change, negative = inhibition, most hits filed as inhibitors; 340,000 tested, 3.4% active; AID 651820; note: potency is the fitted concentration of half-maximal effect; % is set by controls: 0 for no effect and ±100 for the full control effect
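Infectious HCVcc-Cre (~0.5 moi) was added to cells just after compound, with cells seeded 4 h earlier at 1,000 per well. Luciferase activity after 44 h culture reported infection; substrate was incubated 15 min at room temperature before reading.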
Pf growth 48h – inhibits P. falciparum growth in the first generation, 48 h; P. falciparum luciferase growth in erythrocytes, 48 h; Potency, µM (highest dose often 28.7 µM), for the others: at the top dose activity change, negative = inhibition, hits mostly inhibitors; 310,000 tested, 5.9% active; AID 504832; note: potency is the fitted concentration of half-maximal effect; % is set by controls: 0 for no effect and ±100 for the full control effect
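Compounds are pin-transferred into medium, infected erythrocytes (2% hematocrit, 0.1% parasitemia final) are added, and plates sit one parasite generation at 37 C in 5% CO2. Detection reagent is then added and luminescence measured.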
Pf growth 96h – inhibits malaria parasite growth, 96 h. P. falciparum luciferase reporter growth, 96 h. Potency, µM (titrated, usually from 28.7 µM), for inactives: at the top dose activity change, negative = inhibition, hits mostly inhibitors. 320,000 tested, 6.9% active; note: potency is the fitted concentration of half-maximal effect; % is set by controls: 0 for no effect and ±100 for the full control effect
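Compounds incubated with erythrocytes infected by luciferase-expressing P. falciparum (2% hematocrit, 0.05% parasitemia final) for 96 hours, 37 C in 5% CO2. Growth inhibition scored as decreased luciferase luminescence.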
The depositor's hits bear a star; ? = inconclusive; · = not tested or not shown; & = joins results of further samples; [ ] = remark or other dose. Unless noted, calls come from the whole dose curve; as a rule, active = well fitted curve in the direction sought with a large enough effect; inconclusive = small, poorly fitted or top-dose-only effect, or another doubt; inactive = no such curve, though single readings can be large; an effect the other way counts as inactive or inconclusive.

mol,HCV inh,CHX counter,Pf growth 48h,Pf growth 96h,Shiga toxin inh,Giardia FBPA inh
O=C(C1=C[C@@H](c2coc3ccccc3c2=O)C[C@@H](OCc2ccc(CO)cc2)O1)N1CCOCC1,23%,-1,-10%,5%,-10,3%
O=C(OCC(=O)N1CCOCC1)c1cc2ccccc2oc1=O,18%,·,1%,-7%,·,·
CC1=CC(C)C(COC(=O)CN2CCCCC2)C(C)C1 (stereo unspecified),8%,-3,37%[activator],5%,-5,5%
COc1ccc(CCNC(=O)c2ccc(Cl)c(S(=O)(=O)N(C)c3ccccc3)c2)cc1,3.5µM*,5,?,10µM*,8,-3%
O=C(O)C1CCCCC1C(=O)NCc1ccc2c(c1)OCO2 (stereo unspecified),-9%,0,20%,?,-8,-5%
COC(=O)Cn1c(SCc2ccccc2)nc2ccccc21,27%,18*,·,31%,48,-7%
CCOC(=O)c1c(NC(=O)CN2C(=O)CN(C)C2=O)sc(C)c1C,?,0,-15%,?,2,1%
CCOC(=O)CN1CC23C=CC(O2)C(C(=O)Nc2cc(OC)ccc2OC)C3C1=O (stereo unspecified),7%,6,28%,?,14,-7%
CCOc1ccc(-n2ccnc2SCC(=O)Nc2nnc(C)s2)cc1,-25%,8,-31%,-6%,-14,0%
COc1cc(-c2nnc3n2N=C(c2ccccc2)CS3)cc(OC)c1OC,10µM*,-5,?,?,-17,?
CC(C)N(CCCNC(=O)C1CCC(CNS(=O)(=O)c2ccccc2)CC1)Cc1ccccc1 (stereo unspecified),-26%,-7,-16%,?,-2,·
CCCCc1ccc(NC(=O)C(C)CC)cc1 (stereo unspecified),-21%,48*,43%[activator],7%,51*,?
CC(C)COc1ccc(C(=O)OC2CC(C)(C)OCC2CN(C)C)cc1 (stereo unspecified),?,-3,?,·,-16,-2%
C=CCn1c(COc2ccc(OC)cc2)nnc1SCn1nnc2ccccc2c1=O,8%,12,-15%,?,23,-1%
Cc1ccccc1CNC(=O)C(=O)NCC1CCCN1S(=O)(=O)c1ccccc1 (stereo unspecified),?,·,?,?,·,·
CC(C)OC(=O)/C(=C\C=C\c1ccccc1)NC(=O)c1ccccc1,-5%,9,12µM*,10%,14,-9%
O=C1/C(=C/c2cccnc2)SC(=S)N1CCc1ccccc1,13%,-1,?,-9%,-14,0%
CC1(C)OC(c2ccccc2)=C/C(=C\C=N\NC(=O)c2ccncc2)O1,-25%,-1,?,?,4,-21%
NS(=O)(=O)OCC(Cc1ccccc1)N1C(=O)c2ccccc2C1=O (stereo unspecified),7%,-2,24%,-16%,-4,0%
COc1ccc(N2CCN(C(=O)C3CCCN(S(=O)(=O)c4ccc(C)cc4)C3)CC2)cc1 (stereo unspecified),2.5µM*,-1,?,35%[activator],-5,·
COc1ccc(O)c(-c2nc(N)nc(N)n2)c1,-6%,·,-1%,?,·,·
CCc1c(C)nc(SCC(=O)N2C(C)CCCC2C)[nH]c1=O (stereo unspecified),0%,8,-37%[5.75 µM],14%,11,2%
Cc1cccc2nc(=S)n(C(=O)c3ccco3)n12,17%,62*,108%[activator],6%,198*,0%
Cc1sc(NC(=O)c2oc3ccccc3c2C)c(C#N)c1C,?,14,23%,8%,-32,3%
CCOC(=O)C1C(c2cccs2)NC(=O)N(C)C1(O)C(F)(F)F (stereo unspecified),13%,-3,32%,76%[activator],-3,4%
CC(C)CN1C(=O)N(c2ccc(Cl)cc2)C(C)(O)CC1(C)C (stereo unspecified),-23%,-8,15%[0.00184 µM],2%,-6,2%
CCc1c(C)c2c(C)nn(-c3ccccc3)c2[nH]c1=O,-6%,20,0%,107%[activator],-5,1%
CCOC(=O)CN1CC23C=CC(O2)C(C(=O)NCc2cccs2)C3C1=O (stereo unspecified),-1%,-3,·,?,-19,-2%
CCN(CC)CCN(CC)Cc1ccccc1Br,-21%,-3,83%[activator],68%[activator],14,1%
COc1ccc([N+](=O)[O-])cc1NC(=O)N(C)Cc1ccco1,-21%,2,46%[activator],-5%,16,3%
Cc1cccn2c(=O)c(/C=N/O)c(N3CCOCC3)nc12,0%,-2,19%,?,-10,4%
CSc1ccccc1NC(=O)CSc1nnc(CNC(=O)c2ccccc2F)n1C,-3%,-4,0%,4%,-13,11%

The final five entries of the part above are carried over, then new ones follow.
mol,HCV inh,CHX counter,Pf growth 48h,Pf growth 96h,Shiga toxin inh,Giardia FBPA inh
CCOC(=O)CN1CC23C=CC(O2)C(C(=O)NCc2cccs2)C3C1=O (stereo unspecified),-1%,-3,·,?,-19,-2%
CCN(CC)CCN(CC)Cc1ccccc1Br,-21%,-3,83%[activator],68%[activator],14,1%
COc1ccc([N+](=O)[O-])cc1NC(=O)N(C)Cc1ccco1,-21%,2,46%[activator],-5%,16,3%
Cc1cccn2c(=O)c(/C=N/O)c(N3CCOCC3)nc12,0%,-2,19%,?,-10,4%
CSc1ccccc1NC(=O)CSc1nnc(CNC(=O)c2ccccc2F)n1C,-3%,-4,0%,4%,-13,11%
COc1cccc(N2CCN(CC(=O)Nc3ccc(SC(F)F)cc3)CC2)c1,-1%,-2,6%,-26%,-1,-2%
O=C(CN1C(=O)COc2ccccc21)NCCCN1CCOCC1,8%,10,10%,2%,-11,11%
Cc1ccc(NC(=O)CC2SC(=NCC3CCCO3)NC2=O)cc1Cl (stereo unspecified),1%,-3,1%,?,-5,2%
CCOC(=O)N1CCC(NC(=O)c2cc(C(=O)Nc3ccc(S(=O)(=O)N4CCOCC4)cc3)ccc2CO)CC1,-22%,15,5%,40%[activator],13,0%
N#Cc1ccccc1COc1ccc(/C=C/C(=O)O)cc1,13%,-4,-6%,4%,13,21%
COc1ccc(OC)c(/C=N/NC(=O)c2cc[n+](CC(=O)c3ccccc3)cc2)c1,-8%,-2,·,13%,-4,-19%
COc1ccc(C(=O)N(Cc2ccccc2)c2cccc(C)c2)cc1S(=O)(=O)N1CCOCC1,-13%,·,10µM*,5.2µM*,·,·
COc1ccc(-c2cc3ccc(OC(C)C(=O)O)cc3oc2=O)cc1 (stereo unspecified),-24%,13*,144%[activator],?,30,12%
COc1ccc(C/C(C)=N/NC(=O)c2ccncc2)cc1,12%,4,0%,13%,13,-4%
Cc1cccc(NC(=O)c2cc(NC(=O)C3CCCCC3C(=O)O)ccc2Cl)n1 (stereo unspecified),?,0,-8%,10%,-4,14%
O=C(O)CSCc1c(F)cccc1Cl,-12%,-2,0%,·,20,3%
CN(C(=O)CSc1nnc(Cc2cccc3ccccc23)n1N)C1CCS(=O)(=O)C1 (stereo unspecified),3%,-3,11%,·,-13,-7%
COc1ccc(NC(=O)c2ccc(N3C(=O)C4CC=C(C)CC4C3=O)cc2)c(OC)c1 (stereo unspecified),?,-2,-1%[0.00184 µM],-1%,-15,5%
CCc1cc(C(=O)N2CCN(S(=O)(=O)c3ccccc3F)CC2)sc1C,?,·,?,?,·,·
O=C(CCc1ccccc1)NNC(=O)Nc1ccc(F)c(Cl)c1,14%,2,17%,?,-13,7%
CCOC(=O)C1=C(C)NC(=S)NC1C (stereo unspecified),-7%,1,1%,-2%,-11,-1%
CC1(C)CC(=O)c2c(-c3cccnc3)n[nH]c2C1,4%,8,1%,37%,4,3%
Cc1ccc(S(=O)(=O)N2CCN(C(=O)CSc3nnc(C)s3)C2)cc1,9%,-3,·,4.1µM*,-11,5%
CN(C[C@H](Cc1ccccc1)N(C[C@@H](CC1CCCCC1)N(CCc1ccccc1)N=O)N=O)N=O,16%,5,?,?,-4,?
O=C(O)c1cccc(Nc2nc(-c3ccc([N+](=O)[O-])cc3)nc3ccccc23)c1,0%,-3,-35%,1%,5,-6%
Cc1ccc(CCNC(=O)C(C)n2nc(C)c3c(C)n(-c4ccccc4)nc3c2=O)cc1 (stereo unspecified),-13%,-9,-14%,?,6,·
OCC[C@H]1C[C@H](O)[C@@H](O)[C@@]2(OCc3ccccc32)O1,?,·,-4%,66%[activator],·,·
CCCC(=O)Nc1cccc(-c2nc3ccccc3o2)c1,?,26*,42%[activator],·,33,0%
Cc1cc(=O)nc2c3ccccc3n(CC(=O)NC3CCCCC3)n12,9%,0,4%,2%,7,-3%
O=c1[nH]c2c(n(C3CCCCC3)c1=O)CCC2,-5%,-5,3%,36%[activator],-11,6%
O=C(NCc1ccccc1)c1csc(-c2cccnc2)n1,-8%,2,9.3µM*,31%[activator],4,4%
O=C(CC1S/C(=N\S(=O)(=O)c2ccc(F)cc2)N(c2ccccc2)C1=O)Nc1ccccc1 (stereo unspecified),0%,-2,-8%,38%,10,-5%
COc1cccc(N(C(=O)c2ccco2)C(C(=O)NC2CCCC2)c2ccc(N(C)C)cc2)c1 (stereo unspecified),?,20*,0%,16%,17,-1%
O=C(NC(=S)Nc1ccccc1N1CCCC1)c1ccccc1[N+](=O)[O-],-29%,-4,?,-101%,-17,-4%
Cc1ccc(C(=O)Nc2ccc(C)c(S(=O)(=O)N3CCOCC3)c2)c(C)c1,-18%,10,?,?,24,·
Cc1cc(C)cc(CN2C(=O)NC3(CCCCCC3)C2=O)c1,-10%,11,-24%,?,17,9%
N#Cc1cc2c(nc1SCC(N)=O)CCCCC2,-10%,18*,·,135%[activator],107,7%
Cc1ccc(Cn2nc(C)c(C(=O)NCC(c3ccc(F)cc3)N3CCOCC3)c2Cl)cc1 (stereo unspecified),?,·,10µM*,?,·,·
Cc1cc(N2CCN(c3ncccn3)CC2)nc2c(C)cccc12,?,2,?,?,-7,1%
Cc1ccc(C(=O)N/C(=C\c2cn(C)c3ccccc23)C(=O)N2CCOCC2)cc1,23%,-1,2%,0%,31,-12%
COC(=O)c1ccc2c(=O)n(NC(=O)C(c3ccccc3)c3ccccc3)c(=S)[nH]c2c1,13%,-6,·,-17%,-15,2%
CC(C)CN(CC(C)C)S(=O)(=O)N1CCC(C(=O)NCc2cccnc2)CC1,10%,-3,2%,-4%,-9,3%
O=C(c1cc(-c2ccccc2)on1)N1CCN(C(=O)c2ccco2)CC1,17%,19*,33%[activator],1%,38,1%
CC(C[N+](C)(C)C)OC(N)=O (stereo unspecified),-6%[8.37 µM],-2,-6%&-9%,9.5µM*,15,-4%&-1%&-3%
COc1ccc(C2=NN(C(C)=O)CC2c2cccc([N+](=O)[O-])c2)cc1 (stereo unspecified),-30%,12,?,-14%,1,-1%
O=C(CN1CC[C@@]2(O)CCCC[C@H]2[C@@H]1c1ccc(F)cc1)NCc1ccco1,11%,11,-10%,?,24,0%
O=C(CC1CCCC1)Nc1cc(C(F)(F)F)ccc1-n1cncn1,?,·,?,-37%,·,·
O=C1CC(C2CCCO2)C(=O)N1c1ccc(Cl)c(Cl)c1 (stereo unspecified),2%,-3,?,32%[activator],-6,3%
Cc1cc(N2CCN(c3ccc(F)cc3)CC2)nc(-c2ccccc2)n1,10µM*,-1,?,5%,16,-1%
COc1ccc(C(=O)N(C)C2CCCc3ccccc32)cc1OC1CCN(C(C)C)CC1 (stereo unspecified),?,14,?,18%,-18,·
Cc1c(NC(C)c2ccccc2O)c(=O)n(-c2ccccc2)n1C (stereo unspecified),10%,-6,·,?,-2,1%
CCOC(=O)N1CCN(C(=O)Cc2ccc(Cl)cc2)CC1,-3%,-5,4%,-35%,18,4%
COc1ccc(C(=O)n2nc(-c3ccco3)nc2N)cc1OC,5%,15,-6%,31%[activator],22,2%
